# CHT block – human CHT choline transport inhibition; Q9GZV3; CHT-expressing cells, membrane potential dye, choline response; hits give low values; B-score at 10 µM; 310,000 tested, 0.86% active;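 active means B-score over 3 SD under the library average, and starting fluorescence ratio not unusually high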;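 further: choline stimulus applied at its EC90 after an EC20 pre-addition; B-score computed on integrated fluorescence ratio after choline addition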
# Target sequence (Q9GZV3 whole entry, looked up): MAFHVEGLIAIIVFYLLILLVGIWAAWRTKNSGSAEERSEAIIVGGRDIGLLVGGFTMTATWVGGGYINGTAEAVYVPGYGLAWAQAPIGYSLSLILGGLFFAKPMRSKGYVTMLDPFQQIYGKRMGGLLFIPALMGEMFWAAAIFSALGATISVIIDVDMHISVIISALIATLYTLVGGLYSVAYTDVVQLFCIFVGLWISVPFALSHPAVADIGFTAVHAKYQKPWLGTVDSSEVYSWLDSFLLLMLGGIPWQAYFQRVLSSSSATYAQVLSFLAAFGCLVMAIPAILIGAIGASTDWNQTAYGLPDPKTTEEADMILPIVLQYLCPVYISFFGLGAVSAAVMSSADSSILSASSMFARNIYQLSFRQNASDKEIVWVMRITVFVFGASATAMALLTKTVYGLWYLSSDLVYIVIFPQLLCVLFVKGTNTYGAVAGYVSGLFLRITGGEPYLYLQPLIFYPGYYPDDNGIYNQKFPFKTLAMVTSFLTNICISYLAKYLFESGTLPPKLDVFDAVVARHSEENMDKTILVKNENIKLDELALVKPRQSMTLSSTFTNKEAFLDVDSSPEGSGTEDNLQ
# CHT PAM – human CHT allosteric activation | Q9GZV3 | AID 488977 | B-score at 10 µM | 310,000 tested, 0.49% active | CHT-expressing cells, membrane potential dye, choline EC20; hits give high values; LV-AA mutant CHT in HEK293 cells;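 active means initial fluorescence not abnormally high and integrated response B-score, plate-corrected, over 3 SD above library mean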
# * = called active by the depositor; i = inactive. Compounds were not picked by outcome; about 1.5% have a hit in one of these screens.
SMILES,CHT block,CHT PAM
CCOc1ccc2[nH]c(C)cc(=O)c2c1,i,i
CC(C)NC(=O)c1ccccc1NC(=O)CN(c1ccc2c(c1)OCO2)S(C)(=O)=O,i,i
Cn1c(COc2ccc([N+](=O)[O-])cc2)nnc1SCC(N)=O,i,i
O=c1oc(-c2ccccc2)nc2c1cnn2-c1ccccc1,i,i
COc1ccc(/C=C2\Sc3ccc(C(=O)NCCCN4CCCC4)cc3N(C)C2=O)cc1OC,i,i
COc1ccc(OC)c(C2(O)CSC(=Nc3cccnc3)N2Cc2ccco2)c1 (stereo not given),i,i
COc1ccc(N(CC(=O)NCCSC2CCCCC2)S(=O)(=O)c2ccc(C)cc2)cc1,i,i
Nn1cnnc1N/N=C/c1ccc(Cl)c([N+](=O)[O-])c1,i,i
CCN(CCCNC(=O)Cn1ncc2c(=O)oc3ccccc3c21)c1cccc(C)c1,i,i
Cc1nc(Cl)sc1C(=O)Nc1cccc(Cl)c1,i,i
CN(Cc1ccon1)C(=O)CC1C(=O)NCCN1Cc1ccc(F)c(F)c1 (stereo not given),i,i
NC(=S)Cc1nc(-c2ccccc2)cs1,i,i
COc1cc(C(=O)N2CCN(S(=O)(=O)c3ccc(C)cc3)CC2)ccc1OCc1c(C)noc1C,i,i
COc1ccc(Nc2cc(=O)n(-c3ccccc3)c3c2c(=O)n(C)c(=O)n3C)cc1,i,i
CCOC(=O)C(Cc1ccccc1)C(=O)Nc1cccc2ccccc12 (stereo not given),i,i
COc1ccc(CCNc2ncnc3nc[nH]c23)cc1OC,i,i
O=C(OCC(=O)N1CCN(C(=O)c2ccco2)CC1)c1cn(-c2ccccc2)nc1-c1ccccc1,i,i
CCn1c(SCC(N)=O)nc2ccccc2c1=O,i,i
CC(C)CN(C(=O)CCC(=O)OC(C)C(=O)Nc1cccc(C#N)c1)c1c(N)n(CC(C)C)c(=O)[nH]c1=O (stereo not given),i,i
O=C(c1cc2sccc2n1Cc1ccccc1)N1CCN(c2nc3ccccc3s2)CC1,i,i
Cn1c(=O)c2c(nc(NCc3ccco3)n2Cc2ccc(Cl)cc2Cl)n(C)c1=O,i,i
Cc1cc(OCC(=O)Nc2ccc(N3CCCC3)cc2)cc(C)c1Cl,i,i
CSc1ccc(Cl)c(C(=O)OCC(=O)NCC(C)C)c1,i,i
O=c1[nH]c(C(F)(F)F)nc2ccc3ccccc3c12,i,i
CC1CCCN(C(=O)CCS(=O)(=O)c2cc3c(cc2Cl)NC(=O)CO3)C1 (stereo not given),i,i

# More compounds:
SMILES,CHT block,CHT PAM
CN1c2ccccc2N(C)C1c1c(O)ccc2ccccc12,i,i
CCn1c(=O)n(CC)c2cc(S(=O)(=O)NCCOc3ccccc3)c(C)cc21,i,i
O=C(CSc1ncnc2c1cnn2-c1ccc(F)cc1)NCc1ccc2c(c1)OCO2,i,i
CC(C)(C)C(=O)Nc1cc(NC(=O)C(C)(C)C)cc(C(=O)Nc2cc(C(=O)O)cc(C(=O)O)c2)c1,i,i
O=C(c1cc2c(ccc3ccccc32)o1)N1CCN(c2ncc(C(F)(F)F)cc2Cl)CC1,i,i
Cc1ccc(CSCC(=O)N2CCN(Cc3ccc4c(c3)OCO4)CC2)cc1,i,i
COC(=O)c1ccccc1NC(=O)CSc1nc2cccnc2n1C,-5.9*,i
O=C(Cc1ccc(F)cc1)NC(Cc1c[nH]c2ccccc12)C(=O)O (stereo not given),i,i
Cc1ccc2c(c1)nnn2C1CCN(CC(=O)Nc2ccc(F)cc2)CC1,i,i
Cn1c(=O)c2c(nc(SCC(=O)O)n2Cc2cc3c(cc2Cl)OCO3)n(C)c1=O,i,i
CCOC(=O)CN(C(=O)CSc1nnc(-c2ccc(OC)c(OC)c2)o1)c1ccccc1,i,i
O=C(NC1CCN(S(=O)(=O)c2ccccc2)CC1)c1cccc(F)c1,i,i
COc1ccc(NC(=O)CSc2nnc(-c3ccco3)n2C)cc1,i,i
Cc1[nH]nc(SCC(=O)N2CCCCCC2)c1[N+](=O)[O-],i,i
COc1ccc(C2COc3cc(O)ccc3C2)c(OC)c1O (stereo not given),i,i
CC1CN(C(=S)Nc2ccc(S(N)(=O)=O)cc2)CC(C)O1 (stereo not given),i,i
CCOC(=O)C1CN(S(=O)(=O)c2ccc(F)cc2)C1,i,i
COc1ccc(NC(=O)c2cncn2-c2ccccc2)cc1,i,i
Cc1noc(N)c1C1(O)C(=O)Nc2c(Cl)cc(Cl)cc21 (stereo not given),i,i
CCOC(=O)C1=C(c2ccccc2)Nc2ncnn2C1c1ccc(OC)c(OC)c1OC (stereo not given),i,i
CC(=O)c1cccc(Nc2c3c(nc4ccccc24)CCC3)c1,i,i
Cc1cccc(CCNC(=O)Cn2ncc3c([nH]c4ccc(C)cc43)c2=O)c1,i,i
CCOc1ccc(NC(=O)C(=O)N/N=C\c2ccc(CNS(=O)(=O)c3ccccc3)o2)cc1,i,i
COc1ccc(Cl)cc1NC(=O)Nn1cnnc1,i,i
CCOC(=O)c1[nH]c(C)c(C(=O)OCC(=O)N2CC(=O)Nc3ccccc32)c1C,i,i

# No new results follow: entries from further up.
SMILES,CHT block,CHT PAM
Cc1cccc(CCNC(=O)Cn2ncc3c([nH]c4ccc(C)cc43)c2=O)c1,i,i
CCOc1ccc(NC(=O)C(=O)N/N=C\c2ccc(CNS(=O)(=O)c3ccccc3)o2)cc1,i,i
COc1ccc(Cl)cc1NC(=O)Nn1cnnc1,i,i
CCOC(=O)c1[nH]c(C)c(C(=O)OCC(=O)N2CC(=O)Nc3ccccc32)c1C,i,i

# The main list resumes, starting seven compounds before the break.
SMILES,CHT block,CHT PAM
Cc1noc(N)c1C1(O)C(=O)Nc2c(Cl)cc(Cl)cc21 (stereo not given),i,i
CCOC(=O)C1=C(c2ccccc2)Nc2ncnn2C1c1ccc(OC)c(OC)c1OC (stereo not given),i,i
CC(=O)c1cccc(Nc2c3c(nc4ccccc24)CCC3)c1,i,i
Cc1cccc(CCNC(=O)Cn2ncc3c([nH]c4ccc(C)cc43)c2=O)c1,i,i
CCOc1ccc(NC(=O)C(=O)N/N=C\c2ccc(CNS(=O)(=O)c3ccccc3)o2)cc1,i,i
COc1ccc(Cl)cc1NC(=O)Nn1cnnc1,i,i
CCOC(=O)c1[nH]c(C)c(C(=O)OCC(=O)N2CC(=O)Nc3ccccc32)c1C,i,i
COc1ccccc1NS(=O)(=O)c1ccc(O)c(C(=O)OCC(=O)N2c3ccccc3CC2C)c1 (stereo not given),i,i
CCN(CC(=O)NC1CCS(=O)(=O)C1)S(=O)(=O)c1ccccc1 (stereo not given),i,i
Cc1cc(C)n(-c2cc(C(C)(C)C)nc3c(-c4ccc(Cl)cc4)cnn23)n1,i,i
COc1ccccc1CNC(=O)C(=O)NCC1OCCN1S(=O)(=O)c1ccccc1 (stereo not given),i,i
COC(C(=O)Nc1ccc(NC(=O)C(OC)c2ccccc2)cc1)c1ccccc1 (stereo not given),i,i
NNC(=O)CCc1ccc(S(=O)(=O)N2CCOCC2)cc1,i,i
CC(C)(C)NC(=O)C(c1ccco1)N(Cc1ccc2c(c1)OCO2)C(=O)c1snc(C(N)=O)c1N (stereo not given),i,i
C=C1c2ccccc2S(=O)(=O)N(Cc2ccccc2)C1COCc1ccccc1 (stereo not given),i,i
Cc1ccc(C(=O)COC(=O)c2ccco2)cc1C,i,i
C[C@@H]1CC=C[C@H]2[C@H]1C(=O)N(Cc1ccccc1)[C@H]2c1ccc(-c2ccc(N(C)C)cc2)cc1F,i,i
CC(=O)Nc1ccc(C(=O)OCC(=O)NC(=O)NC2CCCCC2)cc1,i,i
COc1ccc(NS(=O)(=O)c2cccc3cccnc23)cc1Cl,i,i
CCS(=O)(=O)C(=C(Nc1ccc(OC)cc1)Nc1ccc(OC)cc1)S(=O)(=O)CC,i,i
CC(c1cc2ccccc2s1)N(O)C(N)=O (stereo not given),i,i
O=C(CCNS(=O)(=O)c1ccccc1C(F)(F)F)NCCCSc1ccccc1,i,i
CCCn1c(SCC(=O)NNC(=O)c2ccccc2)nnc1-c1cccnc1,i,i
Cc1ccc(OCCn2ccnc2)c(C)c1,i,i
NC(=O)C1CCN(C(=O)CSc2ccccn2)CC1,i,i
CCOC(=O)c1sc(N/N=C/c2ccccc2)nc1C,i,i
CCn1cc(C(=O)O)c(=O)c2cnc(N3CCN(C(=S)NC(=O)c4ccc(Cl)cc4Cl)CC3)nc21,i,i
CCN1CCN(C(c2ccc(C(F)(F)F)cc2)c2ccc3cccnc3c2O)CC1 (stereo not given),i,i
CCn1c(=O)cc(SCC(=O)N2CCN(C)CC2)c2ccccc21,i,i
CCc1cccc(NC(=O)c2ccc(Br)o2)c1,i,i
Cc1ccc2c(c1)N(CC(=O)N1CCCCC1C)C(=O)CO2 (stereo not given),i,i
Cc1ccc(CN2C(=O)CCC2C(=O)NCCCN2CCOCC2)cc1 (stereo not given),i,i

# Remaining list, next part
SMILES,CHT block,CHT PAM
COc1cccc(CNC(=O)CN2C(=O)CSc3ccc(S(=O)(=O)N4CCCC4)cc32)c1,i,i
Nc1scc[n+]1Cc1cccc2cccnc12,i,6.8*
CN1CCN(C(=S)Nc2ccc(Cl)cc2Cl)CC1,i,i
CC1=NN(C(N)=S)C(=O)C1N=Nc1cccc(C(=O)O)c1 (stereo not given),i,i
CCOC(=O)[C@@H]1C(c2c(OC)cc(OC)cc2OC)=NO[C@@H]1C(=O)OCC,i,i
COc1cccc(CNS(=O)(=O)/C=C/c2ccc3c(c2)OCO3)c1,i,i
N#CC(C(=O)NC1CCCCC1)=C1CCCCC1,i,i
Cc1ccc(NC(=O)CCNS(=O)(=O)c2cccc3nsnc23)cc1F,i,i
O=c1[nH]c(=S)[nH]c2c1C(c1cc([N+](=O)[O-])c(N3CCOCC3)cc1N1CCOCC1)O2 (stereo not given),i,i
Cc1nnsc1C(=O)N1CCN(c2cc(C(F)(F)F)ccn2)CC1,i,i
CC1CCN(CCCNc2cc(NCCO)c([N+](=O)[O-])c3nonc23)CC1,i,i
COc1cc(C(=O)N2CCC(NC(=O)C(Cc3ccccc3C)NC(C)=O)CC2)cc(OC)c1OC (stereo not given),i,i
Cc1cc(C)cc(NC(=O)COc2ccc(C(=S)N3CCOCC3)cc2)c1,i,i
O=c1c2ccccc2c(C=NCc2ccccn2)c(O)n1-c1ccccc1,i,i
Cc1ccccc1NC(=O)/C=C1\SC(=O)NC1=O,i,i
CN(C)C(=O)C1C2NC(=S)N(c3ccc(Cl)cc3)C1(C)Oc1ccc(Cl)cc12 (stereo not given),i,i
Cc1cc(=O)oc2cc(NC(=O)CC3(CC(=O)O)CCCC3)ccc12,i,i
CCOC(=O)c1sc2nc(N3CCOCC3)c3c(c2c1N)CC(C)(C)N(C)C3,i,i
CC(Oc1ccc([N+](=O)[O-])cc1Cl)C(=O)Nc1ccc(C(N)=O)cc1 (stereo not given),i,i
Cc1ccc(C)c(OCCSc2nnc(C)c(=O)[nH]2)c1,i,i
O=C(CSc1ccc(Br)cc1)N1CCOCC1,i,i
Cc1ccc(C)c(Nc2cc(C)nc(-c3ccccc3O)n2)c1,i,i
CN(C)/C(=N\O)c1c(Cl)cccc1Cl,i,i
CCOC(=O)c1ccc[n+](CC(=O)Nc2ccccc2OC(F)F)c1,i,i
O=C(O)CCNC(=O)CCCn1nnc2ccccc2c1=O,i,i

# (listing goes on)
SMILES,CHT block,CHT PAM
CC(=O)Nc1ccc(Nc2nnc(-c3ccc(C)c(S(=O)(=O)NCC4CCCO4)c3)c3ccccc23)cc1 (stereo not given),i,i
Cc1nc(N2CCN(c3ccccc3)CC2)[nH]c(=O)c1CCC(C)C,i,i
CCN(CC)c1ccc(-c2sc(Nc3ccccc3)n[n+]2-c2ccc(F)cc2)cc1,i,i
O=C(CCN1C(=O)c2cccc([N+](=O)[O-])c2C1=O)Nc1nccs1,i,i
COc1ccccc1-c1cc2nc(C)c(CCC(=O)NC(C)CCc3ccco3)c(C)n2n1 (stereo not given),i,i
CCc1nnc(NC(=O)CSc2nnc(-c3ccc(O)cc3)n2C)s1,i,i
O=C1/C(=C\c2cccc([N+](=O)[O-])c2O)SC(=S)N1Cc1ccccc1,-8.4*,i
CCOC(=O)N1CCN(C(=O)CCCN2C(=O)CSc3nc(C)cc(C)c32)CC1,i,i
Cc1nn(-c2ccccc2)c(C)c1/C=N/NC(=O)c1cc(C(C)(C)C)[nH]n1,i,i
COc1cc(CN2CCNC(=O)C2CC(=O)NCCC2=CCCCC2)cc(OC)c1 (stereo not given),i,i
COc1cc2c(cc1OC)C(C(=O)Nc1ccc3c(c1)OCCO3)C1c3ccccc3CCN1C2=O (stereo not given),i,i
CCOC(=O)COn1c(=O)c(-c2ccc(Br)cc2)[n+]([O-])c2ccccc21,i,i
CCOc1ccccc1/C=N/Nc1nc2ccccc2o1,i,i
O=C(Nc1ccc(Br)cc1F)c1ccc2c(c1)OCCO2,i,i
CCn1cc(C(=O)Nc2ccccc2C(=O)OC)cn1,i,i
Cc1nn(C)cc1/C=N/NC(=O)c1ccco1,i,i
O=C(O)C1(c2cccc(Cl)c2)CCC1,i,i
CCOc1ccc(NC(=O)COC(=O)C2(C)CC2(Cl)Cl)c([N+](=O)[O-])c1 (stereo not given),i,i
NC(=O)c1ccccc1NC(=O)c1ccccc1S(=O)(=O)c1ccccc1[N+](=O)[O-],i,i
CCOC(=O)C1(CCOc2ccccc2)CCN(Cc2cccc(OC)c2OC)CC1,i,i
COC(=O)[C@@]1(Cc2ccc(F)cc2)[C@H]2c3cc(C(=O)N(C)C)n(Cc4ccc(OC(F)(F)F)cc4)c3C[C@H]2CN1C(=O)c1ccccc1,i,i
COc1ccccc1N1CCN(C(=O)c2ccc(Cl)c(S(=O)(=O)N3CCOCC3)c2)CC1,i,i
O=C(N/N=C/c1ccsc1)c1cc2ccccc2o1,i,i

# From PubChem BioAssay
